# Screening data as filed in PubChem.
# LEDGF integ inh – blocks HIV-1 LEDGF/p75-dependent DNA integration. inhibition, % at 3.7 µM. hit rate 0.64% among 370,000. TR-FRET IN-LEDGF/p75 DNA integration, Eu/Cy5;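 active = inhibition above the screen-wide mean plus 3 SD, cut at about 13% in these data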;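 also: signal is the Cy5 over europium emission ratio at 671 and 618 nm; 0% = plate median of compound wells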
# Tn7 DDE FP – disrupts Tn7 cyclic peptide binding to fibrin D-Dimer-E complex | hit rate 0.13% among 370,000 | P02675 | inhibition, % at 8.3 µM | FP displacement of FITC-Tn7 peptide from fibrin DD(E); 0% = median of compound wells per plate;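 active = inhibition above the mean of compounds falling within the control limits plus 3 SD of them, cut at about 14% in these data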;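 also: 0% = plate median of compound wells and 100% = 10 µM Aha-Tn7 peptide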
#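 Assay system: Human clot-derived fibrin DD(E) complex | Buffer or medium: Tris/NaCl/CaCl2 buffer, pH 7.8 | Repeats: One replicate per compound | Benchmarks: Aha-Tn7 high control | Measure: % inhibition scaled between sample-field median and high-control FP | Schedule: 10 min plus 3 h, room temperature | Signal: Fluorescence polarization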
# TCR CD3 inh – human TCR-CD3 binding inhibition; TAMRA-labeled TCR probe fluorescence, biochemical; inhibition, % at 9.4 µM; hit rate 0.37% among 360,000; in the data active = inhibition above about 19%;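 also: recombinant mutant TCR 2C K166C tagged with TAMRA read by polarization; 0% = receptor in buffer alone and 100% = receptor with positive control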
# HTRA1 inh – blocks human HTRA1 serine peptidase | inhibition, % at 5.96 µM | AID 504803 | hit rate 0.5% among 340,000 | recombinant HTRA1, FP-rhodamine activity-based probe, fluorescence polarization | Q92743; in the data active = inhibition above about 36%;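 also: 0% = enzyme with DMSO and 100% = wells lacking enzyme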
# Target sequence (Q92743 whole entry, looked up): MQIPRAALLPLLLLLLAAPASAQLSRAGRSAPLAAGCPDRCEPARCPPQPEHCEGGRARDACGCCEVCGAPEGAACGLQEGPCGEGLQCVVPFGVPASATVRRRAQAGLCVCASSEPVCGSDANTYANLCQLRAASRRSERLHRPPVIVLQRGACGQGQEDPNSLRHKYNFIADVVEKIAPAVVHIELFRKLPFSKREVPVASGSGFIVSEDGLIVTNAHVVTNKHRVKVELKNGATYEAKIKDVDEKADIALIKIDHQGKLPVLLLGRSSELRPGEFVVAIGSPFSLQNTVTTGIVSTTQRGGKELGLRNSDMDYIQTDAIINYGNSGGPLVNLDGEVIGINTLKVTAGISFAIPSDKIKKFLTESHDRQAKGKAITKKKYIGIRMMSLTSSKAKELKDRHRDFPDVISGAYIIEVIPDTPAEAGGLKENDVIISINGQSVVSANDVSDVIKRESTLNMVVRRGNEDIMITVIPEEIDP
# PRMT1 FP inh – blocks human protein arginine methyltransferase 1; Q99873; recombinant PRMT1, activity-based probe fluorescence polarization; inhibition, % at 2.79 µM; hit rate 1.3% among 370,000; AID 652257;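 active = inhibition above about 21% made by adding two undisclosed values, limit read from the data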
# UHRF1 MBD2 ctr – human UHRF1 methylated DNA binding inhibitors. inhibition, % at 4.4 µM. hit rate 0.75% among 370,000. UHRF1 binding to methylated oligo, TR-FRET. Q96T88; in the data active = inhibition above about 21%;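 also: UHRF1 SRA domain binding a hemimethylated CpG hairpin DNA probe; 0% = median of test compound wells and 100% = reference inhibitor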
# mABHD4 FP – ABHD4 (mouse) inhibition, primary FP screen; Q8VD66; purified mABHD4, FP-Rh probe fluorescence polarization; inhibition, % at 8.92 µM; hit rate 0.54% among 370,000; AID 720543;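 active = inhibition exceeding the mean over every tested compound plus 3 SD, cut at about 30% in these data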;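 also: 0% = plate median of compound wells and 100% = S159A mutant with DMSO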
#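 Assay system: mouse ABHD4 enzyme, wild type / Also added: fluorescent activity-based probe FP-Rh / Doses: single nominal dose of 8.92 µM, 0.89% DMSO final / Timing: 45 min compound pre-incubation plus 60 min probe step, 25 °C / Signal: FP readout, ex 525 nm / em 598 nm / Control set: S159A mutant/DMSO as 100%, compound-well median as 0%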
# PG9 Ab binder – binds the HIV-1 gp120 antibody PG9 | TR-FRET gp120-PG9 antibody binding | hit rate 0.43% among 360,000 | inhibition, % at 6.7 µM | AID 624416; in the data active = inhibition above about 8.5%
# TDP2 absorb – TDP2 (human) inhibition, absorbance primary screen; O95551; recombinant TDP2, T5PNP hydrolysis, p-nitrophenol absorbance 415 nm; inhibition, % at 12.8 µM; hit rate 0.34% among 370,000; AID 720702;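 active = inhibition above the mean of all tested compounds plus 3 SD, set per campaign, cut at about 25% in these data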;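 also: 0% = DMSO with enzyme and 100% = buffer with substrate but no TDP2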
# Target sequence (O95551 whole entry, looked up): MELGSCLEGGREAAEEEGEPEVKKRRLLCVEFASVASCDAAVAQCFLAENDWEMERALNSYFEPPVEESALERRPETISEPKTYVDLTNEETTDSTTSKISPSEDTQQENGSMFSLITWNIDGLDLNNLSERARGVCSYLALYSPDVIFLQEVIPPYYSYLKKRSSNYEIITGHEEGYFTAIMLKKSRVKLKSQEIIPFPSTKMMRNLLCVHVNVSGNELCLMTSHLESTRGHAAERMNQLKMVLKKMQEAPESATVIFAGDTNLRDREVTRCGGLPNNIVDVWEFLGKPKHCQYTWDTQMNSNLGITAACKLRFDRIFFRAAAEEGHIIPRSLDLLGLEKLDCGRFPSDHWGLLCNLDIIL
#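 Incubation: 2 h at 37 °C; Test system: recombinant human TDP2; Quantity: enzyme 120 nM; Read-out basis: percent inhibition; Medium: 50 mM Tris-HCl pH 7.5 with Mg2+, KCl, DTT, BSA; Repeats: single replicate; Compound: 12.8 µM single point, 1% DMSO; Signal: epi absorbance; Reagent: 5 mM T5PNP chromogenic substrate; Benchmarks: no-enzyme high, DMSO-plus-enzyme low.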
# SIAE primary – inhibitors of human sialic acid acetylesterase SIAE | SIAE FP-Rh probe binding, fluorescence polarization | inhibition, % at 9.66 µM | hit rate 0.69% among 370,000;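 active = inhibition above a cutoff: mean of compounds within the control limits plus 3 SD of those, cut at about 17% in these data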;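 also: 0% = plate median of compound wells and 100% = probe without SIAE protein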
# The depositor's hits bear a star; nt = not tested or not shown; & = joins results of further samples.
SMILES,LEDGF integ inh,Tn7 DDE FP,TCR CD3 inh,HTRA1 inh,PRMT1 FP inh,UHRF1 MBD2 ctr,mABHD4 FP,PG9 Ab binder,TDP2 absorb,SIAE primary
COc1ccc(CN(CC2CCCO2)C(=O)c2cc3ccccc3oc2=O)cc1 (stereo not given),0,6,-2,-8,6,3,-11,0.8,-3,-4
Cc1ccc(O)c(C(=O)c2cnc(/N=C(\N)N(C)C)nc2)c1,-2,-9,-2,6,1,0,-1,-0.3,10,2
Cc1nc2ccc([N+](=O)[O-])cc2c(=O)n1Cc1ccc(F)cc1,-2,1,-5,-7,0,-2,-4,-0.3,-2,11
Cc1cc(F)ccc1S(=O)(=O)N1CCCOC1CNC(=O)C(=O)NCCc1c[nH]c2ccccc12 (stereo not given),2,-3,3,-2,1,3,-4,0.6,-3,0
Cc1ccc(C(=O)NNCC(=O)Nc2ccc(Cl)cc2F)cc1,6,1,-1,-5,-2,-2,-1,-0.1,8,7
Cc1cc(C)c2c(CN3CCCC3)cc(=O)oc2c1,-3,6,-9,nt,6,0,4,-1.0,-6,1
CCN(CC)S(=O)(=O)c1cccc(-c2nnc(SCC(=O)NC3CCCCCCC3)n2N)c1,-2,3,-8,-9,2,3,-7,0.9,-11,-7
CC(C)(C)OC(=O)N/N=C\c1ccc(OC(=O)c2cccs2)cc1,-1,2,-5,1,1,16,-3,0.3,4,-3
O=C(CCCN1C(=O)/C(=C\c2ccccc2)SC1=S)Nc1ccccc1O,-3,7,-12,-10,5,-1,-9,0.3,-9,-3
COC(=O)c1ccc(N=NN2CCCCCC2)cc1,2,-2,-2,-6,0,-3,8,-0.2,2,-4
Cc1ccc(CN2CCCCC(NC(=O)C(C)(C)C)C2=O)cc1 (stereo not given),2,-1,nt,nt,-1,0,3,nt,-3,0
CN(CCc1ccccc1)C(=O)c1cc2ccccn2n1,3,-2,nt,nt,-5,-1,-9,nt,-2,1
Cc1cc(C)n2c(NC3CCCCC3)c(-c3ccccn3)nc2n1,1,9,2,nt,0,11,2,0.0,8,6
CCN(CC)Cc1c(C(=O)OC)nnn1-c1nonc1N,2,-6,-1,1,3,4,7,0.0,-9,7
CCCCCCCC1=NN(c2ccc(S(=O)(=O)O)cc2)C(=O)C1N=O (stereo not given),8,-5,-2,2,-3,2,22,-1.1,6,5
CC(C)Cn1c(=O)c2ccccc2c2ccccc2c1=O,-7,-2,-7,-9,4,7,-2,-1.8,-16,-8
CCOC(=O)CCNC(=O)Nc1ccc2nc(C)n(Cc3ccccc3Cl)c(=O)c2c1,0,-7,-1,-8,-2,-1,0,-0.6,-3,-2
O=C1Nc2ccccc2-c2nnnn2C1N1CCCC1 (stereo not given),7,-4,8,nt,-2,-2,0,-0.1,6,-4
Nc1nc2ccccc2n1C(=O)c1cccs1,3,-2,1,6,3,-1,0,-0.5,20,-1
CCCCC(=O)Nc1ccc(C(=O)Nc2cc(C(F)(F)F)ccc2Cl)cc1,0,-13,-1,-8,-3,0,1,3.4,9,11
O=C(C1CCCN(Cc2ccccc2F)C1)N1CCCC1 (stereo not given),4,2,4,10,-4,3,5,-1.2,21,9
COc1ccc(CCNC(=O)C(CCC(N)=O)NS(=O)(=O)c2ccc(Cl)cc2)cc1OC (stereo not given),-3,5,10,2,1,-5,5,-2.0,12,7
COc1cc(NC(=O)c2cncc(-c3ccc(C#N)cc3)c2)cc(C(=O)Nc2cccc(C(F)(F)F)c2)c1,4&-1,4&-1,-5&-2,-19&-16,1&0,19&-1,-8&-1,0.7&0.6,1&11,-12&-30
Cc1cc(N2C(=O)C(=O)/C(=C(/O)c3ccccc3)C2c2cccs2)no1 (stereo not given),-3,7,4,-1,-4,1,8,1.9,0,-5
O=C(Nc1ccc(Cl)cc1Cl)c1ccc2c(=O)n3c(nc2c1)CCC3,6,-13,0,-24,-5,3,-32,0.3,-21,-34
COc1ccccc1NC(=O)NC(=O)N(C(C)C)S(C)(=O)=O,-3,2,1,-13,-1,1,-8,-2.1,-1,-1
CCc1nn(C(CC)C(=O)NCCCN2CC(C)CC(C)C2)c(=O)c2cc3oc(C)cc3n12 (stereo not given),1,-5,7,-5,-6,-3,9,-2.3,-9,-5
COc1ccc(C2=NOC(C(=O)Nc3cccnc3)C2)cc1 (stereo not given),-2,0,-4,6,2,6,-14,0.4,-17,14
Cc1ccccc1-c1cc(C(=O)NCc2cccc(C(F)(F)F)c2)nn1CC1CC(c2cccc([N+](=O)[O-])c2)=NO1 (stereo not given),-3,-4,-1,-27,3,4,-13,-1.5,-6,-8
Cc1ccccc1N1CCN(C2CCCN(C(=O)CCC(F)(F)F)C2)CC1 (stereo not given),3,-6,3,3,-2,1,-1,-1.4,-10,0
COc1ccc(NC(=O)COC(=O)[C@@H]2CCCN2C(=O)c2cccs2)c(OC)c1,-1,4,5,6,1,15,1,-0.8,8,2
Cc1ccc(-c2n[nH]c(=O)c3ccccc23)cc1S(=O)(=O)NCCN1CCOCC1,4,7,-6,3,1,1,8,-0.3,5,1
COc1ccc2nc(/N=C(\N)NC(=O)Nc3ccccc3)nc(C)c2c1,1,-12,7,-10,-3,5,-5,-1.2,-5,-6
CCOc1cc(/C=N\NC(=O)c2c(C)nc3ccccn23)ccc1O,-2,-1,-5,1,1,-3,19,-3.0,-15,6
CCOC(=O)c1ccc(NC(=O)CNC(=O)C23CC4CC(CC(C4)C2)C3)cc1,-3,-7,-3,-8,-2,-1,-1,-0.5,-5,9
CCCNc1cc(C)oc(=O)c1C(=O)CCC,0,7,2,6,0,2,-2,-2.9,8,5

# Overlap with the part before: 2 entries, then new ones.
SMILES,LEDGF integ inh,Tn7 DDE FP,TCR CD3 inh,HTRA1 inh,PRMT1 FP inh,UHRF1 MBD2 ctr,mABHD4 FP,PG9 Ab binder,TDP2 absorb,SIAE primary
CCOC(=O)c1ccc(NC(=O)CNC(=O)C23CC4CC(CC(C4)C2)C3)cc1,-3,-7,-3,-8,-2,-1,-1,-0.5,-5,9
CCCNc1cc(C)oc(=O)c1C(=O)CCC,0,7,2,6,0,2,-2,-2.9,8,5
CCNS(=O)(=O)c1ccc(C(=O)OCc2cc(=O)oc3cc(OC)ccc23)cc1,0,-7,3,-15,-1,-1,-4,-4.3,-11,-8
CN(C)c1ccc(P(=O)(OC2CCCCC2)C(O)c2ccncc2)cc1 (stereo not given),1,7,-5,2,0,3,7,0.4,-2,0
CC(C)[C@H](NC(=O)c1ccco1)C(=O)OCC(=O)Nc1cccc(F)c1,3,5,0,6,-4,0,5,0.5,19,12
COc1ccc(-c2cnc3c(NC(C)=O)cc(-c4ccccc4CN(C)C)cn23)cc1OC,-2,-2,3,nt,-1,-1,5,-1.2,3,6
C/C(=N/NC(=O)c1ccccc1O)c1ccc(N2C(=O)C3CCCCC3C2=O)cc1 (stereo not given),2,-5,3,-4,0,-1,7,-1.4,-10,3
COc1ccccc1NC(=O)c1ccc(NC(=O)COC(=O)C2(C)CC2(Cl)Cl)cc1 (stereo not given),2,-5,6,-33,0,3,-18,-1.6,-1,-13
COc1cccc(-c2nn(C)c3sc(C(=O)NCc4ccc(C)o4)cc23)c1,1,0,2,-62,6,14,-68,-3.4,10,-65
Cc1cccc(-c2nnc(NC(=O)c3ccco3)s2)c1,2,-1,-2,-6,-2,0,-4,4.5,-24,-11
Cc1cc(NC(=O)CSc2nc3cc(Cl)ccc3c(=O)n2C(C)C)no1,-3,-8,2,-1,1,-2,4,-0.6,7,3
COc1ccccc1OCCn1c(CO)nc2ccccc21,-2,5,-4,9,1,0,0,0.6,3,-10
COc1ccccc1C(=O)Nc1ccnn1C1CCN(Cc2csc(C(C)=O)c2)CC1,0,-5,4,-1,-3,2,1,-1.4,-10,-4
COc1cc(NC(=S)NC(=O)CC(C)C)ccc1NC(=O)c1cc2ccccc2o1,0,-12,4,-3,-1,-2,-7,-0.9,3,1
CCOC(=O)c1ccc(N2C(=O)C(C)=C(C)C2=O)cc1,-2,1,1,-2,0,-10,-2,-0.8,-2,-4
CCNC(=O)CSc1nc2ccccc2c(=O)n1-c1cc(OC)ccc1OC,1,-2,6,-1,3,2,-7,-2.0,2,6
CCOc1ccccc1NC(=S)NCCCn1ccnc1,5,-4,11,13,-2,2,2,-1.9,11,1
CNS(=O)(=O)c1cccc(C(=O)OCC(=O)c2ccc(S(=O)(=O)N3CCCCC3)cc2)c1,-3,-9,-5,-4,-2,-1,-1,-0.6,6,1
C/C(Cn1nnc2ccccc21)=N\OC(=O)c1cc(F)c(F)cc1Cl,2,2,-1,-1,1,-1,0,4.3,-2,1
COc1ccccc1NC(=S)N(Cc1ccc(C(=O)O)cc1)Cc1ccc(OC)c(OC)c1,8,-1,5,8,-4,-1,-4,-4.7,-3,11
Cc1ccc(CNc2nc(NCc3ccccc3)nc3ccsc23)c(C)c1,0,-4,-2,nt,0,0,35*,-0.7,2,11
Cc1cccc(-n2c(C)cc(C)c(C#N)c2=O)c1,-3,-2,7,0,-3,-3,6,-3.3,4,-4
CC(CCN1CCC(C(O)(c2ccccc2)c2ccccc2)CC1)Oc1cccc(Cl)c1 (stereo not given),-2,-1,nt,nt,-5,-2,15,nt,-3,-4
O=C(COC(=O)c1cc(-c2cccs2)nn1-c1ccccc1)Nc1ccc(F)c([N+](=O)[O-])c1,5,3,21*,-44,-2,-1,-24,-1.0,0,-59
CC(C)N(Cc1nc(COc2ccccc2)no1)Cc1nccn1C,-1,5,2,4,3,4,4,-0.2,-2,0
O=C(CNC(=O)c1ccccc1Br)N/N=C/c1cccs1,0,-4,-8,0,-1,3,-7,-2.3,-20,-7
CN1C(=O)c2ccccc2C(C(=O)O)C1c1cccc(Cl)c1 (stereo not given),0,-3,4,1,-2,2,1,-2.6,5,-1
O=C1CC(c2ccc(F)cc2)CC(O)=C1C=NCCN1CCNCC1 (stereo not given),2,1,6,0,-4,-1,2,-2.1,-1,-5
O=C(c1ccccc1)c1ccc(OCC(O)CN2CCN(S(=O)(=O)N3CCCCC3)CC2)cc1 (stereo not given),3,-5,-8,-8,4,1,-8,0.1,-1,-7
Cn1c(-c2ccc(Br)o2)nc2cc(Br)ccc21,-4,2,-6,-7,1,1,-2,0.9,-10,0
Cc1ccsc1CN(C)C(=O)CN1C(=O)NC2(CCCc3ccccc32)C1=O (stereo not given),7,8,-4,-7,-4,-2,-5,-0.6,-4,5
Cc1cc(C)n(CCC(=O)N/N=C/c2cccc([N+](=O)[O-])c2)n1,-1,0,1,8,4,3,-2,-0.9,8,-4

# Rows were taken by chance, and some 4.2% of all compounds hit somewhere here.
